bIAP inh = intestinal alkaline phosphatase (bovine) inhibition | inhibition, % at 20 µM | purified bovine IAP, CDP-star luminescence, 30 min | 190,000 tested, under 10 active | AID 1019;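 active means over 50% inhibition of intestinal alkaline phosphatase at 20 µM in the single-dose screen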
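System: Purified bovine intestinal alkaline phosphatase (IAP) enzyme | Input: IAP diluted 1/65,000,000 in the well | Also added: CDP-star chemiluminescent phosphatase substrate, 30 µM final | Dosing: 20 µM single dose | Times: Enzyme reaction for 30 min at room temperature | Detection: Luminescence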
bIAP activator = increases bovine intestinal alkaline phosphatase activity; activation factor at 20 µM; purified bovine IAP, CDP-star luminescence, 30 min; stronger effect = higher value; fold of DMSO-control signal, blank-subtracted; AID 1016; 200,000 compounds, 0.17% hits;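 active means activation factor of 2 or more at 20 µM, a signal rise over negative controls twice the positive control's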
PPARg SRC-3 ag = promotes SRC-3 coactivator recruitment by human PPARgamma; P37231; biochemical PPARgamma/SRC-3 coactivator recruitment assay; activation, % at 8 µM; 200,000 compounds, 0.26% hits; in the data active means activation above about 23%;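 further: 0% = DMSO and 100% = reference agonist; some compounds past the cut are filed as inactive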
Target sequence (P37231 whole entry, looked up): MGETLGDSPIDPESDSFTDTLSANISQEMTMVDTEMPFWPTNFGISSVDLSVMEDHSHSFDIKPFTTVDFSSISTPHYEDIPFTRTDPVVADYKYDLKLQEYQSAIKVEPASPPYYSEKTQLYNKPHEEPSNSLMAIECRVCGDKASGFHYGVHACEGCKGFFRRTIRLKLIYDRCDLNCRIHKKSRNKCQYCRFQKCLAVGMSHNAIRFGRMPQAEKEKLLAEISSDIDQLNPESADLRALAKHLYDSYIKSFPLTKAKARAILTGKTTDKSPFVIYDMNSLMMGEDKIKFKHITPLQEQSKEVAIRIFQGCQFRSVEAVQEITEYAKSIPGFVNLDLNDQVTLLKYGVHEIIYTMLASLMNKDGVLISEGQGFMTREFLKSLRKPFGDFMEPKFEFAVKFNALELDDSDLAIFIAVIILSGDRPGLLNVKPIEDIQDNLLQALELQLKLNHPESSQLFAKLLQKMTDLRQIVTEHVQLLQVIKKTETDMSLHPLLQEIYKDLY
S1P3 antag = blocks the human S1P3 receptor. Q99500. CHO S1P3 NFAT-BLA reporter, FRET fluorescence, antagonist mode. inhibition, % at 4.98 µM. 170,000 compounds, 0.27% hits. AID 485;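 active means inhibition above the plate cutoff, the mean inhibition of test wells on that plate plus 3 SD, cut at about 28% in these data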;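 further: cells challenged with S1P at its EC80 of 0.8 µM; blue over green emission ratio from cleaved BLA substrate after 4 h stimulation; 0% = S1P-stimulated wells and 100% = unstimulated DMSO-only wells; some compounds past the cut are filed as inactive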
PPARg SRC-1 ag = promotes SRC-1 coactivator recruitment by human PPARgamma; P37231; PPARgamma-SRC-1 coactivator recruitment biochemical assay; activation, % at 8 µM; 200,000 compounds, 0.41% hits; AID 631; in the data active means activation above about 19%;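 further: 0% = DMSO and 100% = reference agonist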
TR-FRET SRC-2 ct = flags TR-FRET format artefacts in PPARgamma SRC-2 recruitment agonist screen; TR-FRET ratio at 8 µM; TR-FRET artefact counter-screen; stronger effect = higher value; 200,000 compounds, 0.4% hits; AID 1049; in the data active means TR-FRET ratio above about 2000; further: inactives centre near 1500; reference of the scale not given here
Lmaj promast = Leishmania major promastigote growth inhibition. 200,000 compounds, 9% hits. inhibition, % at 10 µM. Leishmania major promastigotes, resazurin fluorescence viability; in the data active means inhibition above about 50%;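 further: promastigotes grown with compound for 44 hours at 28 °C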
DTT redox prof = compounds producing H2O2 with reducing agent – biochemical, NIH compound library profiling, artefact control for MLSCN library redox annotation, primary screen | DTT-dependent redox cycling H2O2, phenol red/HRP absorbance; 100% = 100 µM peroxide control, 0% = buffer | activation, % at 10 µM | 200,000 compounds, 0.03% hits;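 active means activation of at least 50% relative to the plate's high and low controls in the primary single-dose screen; inactive means activation below 50%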;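 further: compound incubated with DTT at 0.8 mM final as the reducing agent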
ROMK primary = human ROMK K+ channel modulation, primary screen; 130,000 compounds, 2% hits; B-score at 10 µM; AID 1918; P48048; Tet-inducible ROMK, thallium flux fluorescence; actives lie on both sides;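 active means signal ratio slope over the read window, or its plate-corrected B-score, at least 3 SD from the plate mean, either direction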;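 further: B-score of the F/F0 ratio slope over 7 to 12 s after thallium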
Target sequence (P48048 whole entry, looked up): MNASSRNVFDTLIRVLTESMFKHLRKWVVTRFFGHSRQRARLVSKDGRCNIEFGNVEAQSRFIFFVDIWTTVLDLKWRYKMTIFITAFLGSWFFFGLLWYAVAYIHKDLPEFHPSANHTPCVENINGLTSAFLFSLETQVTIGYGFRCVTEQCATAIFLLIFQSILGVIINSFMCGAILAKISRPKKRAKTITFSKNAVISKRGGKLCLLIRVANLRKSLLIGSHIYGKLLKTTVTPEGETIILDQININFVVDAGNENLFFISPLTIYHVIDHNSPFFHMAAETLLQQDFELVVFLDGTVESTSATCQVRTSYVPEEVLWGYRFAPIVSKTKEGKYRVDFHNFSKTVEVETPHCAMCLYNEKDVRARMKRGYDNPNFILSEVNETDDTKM
TLR4-MyD88 BLA = blocks binding of human TLR4 to MyD88; O00206+Q99836; 200,000 compounds, 0.18% hits; AID 861; inhibition, % at 8.4 µM; HeLa CL3-4 TLR4/MyD88 BLA complementation, FRET ratio; in the data active means inhibition above about 25%;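 further: 0% = vehicle and 100% = reference inhibitor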
PPARg SRC-2 ag = PPARgamma-driven SRC-2 recruitment agonism. PPARgamma LBD-SRC-2 recruitment, biochemical. activation, % at 8 µM. 200,000 compounds, 0.34% hits. AID 1032; in the data active means activation above about 22%;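 further: 0% = vehicle and 100% = reference agonist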
* = called active by the depositor; nt = not tested or not shown.

SMILES | bIAP inh | bIAP activator | PPARg SRC-3 ag | S1P3 antag | PPARg SRC-1 ag | TR-FRET SRC-2 ct | Lmaj promast | DTT redox prof | ROMK primary | TLR4-MyD88 BLA | PPARg SRC-2 ag
COCc1cc(C)nc(OCC(=O)N/N=C/c2ccc(O)cc2O)c1C#N | -16 | 1.2 | 2 | -3 | -3 | 1619 | 0 | 0.1 | 0.11 | -14 | 5
CCCCCCSc1nsc(N)n1 | 16 | 0.8 | 2 | nt | 2 | 1531 | -5 | 0.2 | -0.99 | -1 | 8
Cc1nc(NS(=O)(=O)c2ccccc2C)c2c3c(sc2n1)CCC3 | 5 | 0.9 | 6 | nt | -1 | 1434 | -3 | 0.9 | nt | -3 | -11
COC(=O)COc1ccc(S(=O)(=O)N2CCN(c3ccccc3)CC2)cc1 | -3 | 1 | -2 | -25 | 3 | 1452 | -5 | -0.3 | -1.5 | 14 | 1
CCCN1/C(=C(/C#N)C2=NS(=O)(=O)c3ccccc32)N(C)c2ccccc21 | -4 | 1 | -2 | -11 | 14 | 1560 | 1 | 2.4 | nt | 8 | 3
CN(C)c1cccc(C(=O)NNC(=S)NC2CC3CCC2C3)c1 (stereo not drawn) | 28 | 0.7 | -2 | -5 | -4 | 1379 | -3 | 6.1 | 1.4 | 1 | 5
CCOP(=O)(OCC)C(NC(=O)c1cccs1)C(F)(F)F (stereo not drawn) | -13 | 1.1 | 1 | -21 | 3 | 1448 | -4 | -1.0 | -0.2 | 5 | -3
O=C1Nc2ccc(F)cc2C12Nc1ccccc1-c1nnc(SCc3ccccc3)nc1O2 (stereo not drawn) | 2 | 1 | 7 | nt | 2 | 1608 | -2 | 1.5 | nt | -4 | 6
Cc1oc2c(C)c3oc(=O)c4c(c3cc2c1C)CCC4 | 8 | 0.9 | 2 | -13 | 2 | 1509 | 15 | -0.2 | nt | -10 | 2
O=C(O)c1cc(N/N=C/c2ccc(OCc3ccccc3)cc2)ccc1Cl | -39 | 1.4 | 2 | -9 | 18 | 1641 | -21 | -0.8 | 0.0026 | -14 | 14
Cc1ccc2c(c1)c(C)c(C)n2CC(O)Cn1nc(C)c(Br)c1C (stereo not drawn) | 5 | 0.9 | -1 | -10 | -8 | 1307 | 49 | 2.3 | nt | -3 | -5
Fc1ccc(/C=N/n2c(-c3cccs3)n[nH]c2=S)cc1 | 5 | 0.9 | 8 | nt | -4 | 1707 | -5 | 0.5 | nt | -4 | -3
CCOC(=O)C1NN=C(C(=O)c2ccccc2)C1c1ccc(Cl)cc1 (stereo not drawn) | -21 | 1.2 | 1 | 18 | 9 | 1484 | 8 | -0.1 | -0.93 | -21 | 11
Clc1nssc1=Nc1ccccc1 | -5 | 1.1 | 6 | -9 | -2 | 1700 | -6 | 0.3 | -1.2 | -4 | 4
CS(=O)(=O)N(CC(=O)N1CCCCC1)c1ccc(Cl)c(C(F)(F)F)c1 | -12 | 1.1 | 1 | nt | 2 | 1655 | 19 | 0.3 | nt | -9 | 4
OCCC1CN(C2CCSCC2)CCN1C1CCCC1 (stereo not drawn) | 9 | 0.9 | 5 | -7 | 5 | 1298 | -7 | -0.3 | 0.69 | -7 | 4
CC(C)c1ccc(NC(=O)COC(=O)CSc2nnc(N)s2)cc1 | 16 | 0.8 | 3 | -2 | 2 | 1387 | 0 | -0.2 | nt | -2 | 2
CCOC(=O)CN(C(=O)COc1ccc2c(C)cc(=O)oc2c1)c1ccc(OCC)cc1 | -7 | 1.1 | -3 | -6 | 0 | 1566 | 6 | 0.0 | -0.091 | -4 | 1
CCCSC1=C(C#N)C(c2ccccc2C)CC(=O)N1 (stereo not drawn) | 11 | 0.9 | -4 | 15 | 9 | 1437 | 2 | 0.9 | nt | 15 | -8
COc1cc(OC)nc(Oc2ccccc2C(=O)Oc2ccc(F)cc2Cl)n1 | 2 | 1 | -6 | nt | -8 | 1528 | -3 | 17 | nt | 3 | 1
O=[N+]([O-])c1ccc2c(c1)OCCOCCOCCOCCOCCOCCO2 | -5 | 1 | -3 | -14 | 6 | 1471 | -2 | -0.1 | 0.02 | -7 | 0
O=C(CN1C(=O)C2C3CCC(C3)C2C1=O)Oc1ccc2ccccc2c1 (stereo not drawn) | 8 | 0.9 | 2 | -23 | 1 | 1527 | 7 | -0.1 | nt | -7 | 0
Cc1ccccc1CN1CCCNC1=O | 3 | 1 | -12 | -14 | 3 | 1523 | 4 | -0.5 | nt | -6 | 6
CC12CCC(C(=O)NNc3ccccc3)(OC1=O)C2(C)C (stereo not drawn) | -16 | 1.2 | 4 | 0 | 13 | 1609 | 44 | 0.4 | 1.6 | -13 | 8
Cc1cc(NC(=O)CCCN2C(=O)c3cccnc3C2=O)ccc1Br | -12 | 1.1 | -1 | -14 | -2 | 1439 | -1 | 0.5 | 1.1 | 0 | -1
Remaining list, next part.
SMILES | bIAP inh | bIAP activator | PPARg SRC-3 ag | S1P3 antag | PPARg SRC-1 ag | TR-FRET SRC-2 ct | Lmaj promast | DTT redox prof | ROMK primary | TLR4-MyD88 BLA | PPARg SRC-2 ag
Cc1ccc(NC(=O)CNc2ccc(OC(C)C)cc2)cc1 | 8 | 0.9 | 1 | nt | 7 | 1604 | 26 | 0.9 | nt | -5 | 6
COC(=O)c1ccc(NC(=S)NC2c3ccccc3CC2O)cc1 (stereo not drawn) | 21 | 0.8 | 0 | 21 | 10 | 1624 | 14 | -1.0 | -0.8 | 5 | 16
CCN(CC)CCN(Cc1cc2cc3c(cc2[nH]c1=O)OCCO3)C(=S)NCC1CCCO1 (stereo not drawn) | -9 | 1.1 | -6 | -10 | 2 | 1281 | -2 | -0.8 | -0.83 | 4 | -2
COc1ccc(NC(=O)c2ccccc2C)c(OC)c1 | 5 | 1 | -7 | -9 | 3 | 1445 | -2 | 0.8 | nt | -3 | -11
Cc1cccc(-c2noc(CCCC(=O)N3CCOCC3)n2)c1 | 3 | 1 | 3 | nt | -2 | 1511 | -5 | -0.9 | -0.37 | 8 | 0
CC(C)OC(=O)CSc1ncnc2c1cnn2Cc1ccccc1 | -1 | 1 | -6 | 7 | -2 | 1429 | 2 | 1.6 | nt | 10 | -5
Cc1ccc(S(=O)(=O)CCC(=O)Nc2cccc(C)c2)cc1 | 7 | 0.9 | 3 | -2 | -8 | 1519 | 47 | nt | nt | 6 | -8
Cc1cccc(N2CCN(C(=O)/C=C/c3cccs3)CC2)c1C | -6 | 1.1 | 6 | -10 | 1 | 1727 | -1 | -0.3 | 1.7 | -15 | 2
Cn1cc(CN2CCN(c3ncccn3)CC2)c(-c2cccc(Cl)c2)n1 | 2 | 1 | 4 | -21 | 4 | 1580 | 14 | -1.6 | 0.37 | -2 | 6
CC(C)(C)n1nc2c(c1NC(=O)Cc1cccs1)CSC2 | 2 | 1 | 7 | -20 | 6 | 1561 | -1 | -0.7 | nt | -2 | 9
c1ccc2[nH]c(NN=C3CCCCCC3)nc2c1 | -24 | 1.2 | 6 | -5 | 14 | 1693 | 75* | 0.3 | -0.27 | -2 | 1
CCC(C)NC(=O)CSc1nnc(-c2c[nH]c3ccccc23)o1 (stereo not drawn) | 4 | 1 | 2 | 4 | 4 | 1940 | -14 | -1.6 | -0.0071 | 3 | 6
Cc1ccc(C(=O)NC(=S)/C=C2\N(C)c3ccccc3C2(C)C)cc1 | 10 | 0.9 | 2 | -9 | 2 | 1648 | 22 | 0.2 | nt | 6 | 7
COc1cc(/C=C(\C#N)C(=O)Nc2cccnc2)ccc1OC(C)C | 5 | 0.9 | 0 | -10 | 5 | 1425 | -5 | 0.2 | nt | -10 | 4
O=C(N/N=C/c1cccs1)C1CC(=O)N(c2ccccc2)C1 (stereo not drawn) | 23 | 0.8 | -5 | nt | -5 | 1402 | -3 | 0.3 | 0.15 | -16 | -4
O=C(CN1CCOCC1)Nc1ccccc1Sc1ccccc1 | 13 | 0.9 | -4 | 1 | -6 | 1317 | -1 | 2.3 | -1.8 | -2 | -3
O=C(Nc1ccc(Cl)cc1)N(Cc1cccs1)Cc1cccs1 | 34 | 0.7 | -6 | nt | -4 | 1499 | -4 | 0.8 | 0.66 | 3 | 15
COc1ccc(CNC(=O)C/C(C)=N/NC(=O)C23CC4CC(CC(C4)C2)C3)cc1 | 7 | 0.9 | 0 | -2 | 2 | 1650 | -3 | -0.6 | 0.034 | -7 | 2
COC(=O)c1c(NC(=O)c2ccc(C)c(S(=O)(=O)Nc3ccccc3C)c2)sc2c1CCCC2 | -1 | 1 | 1 | nt | 4 | 1300 | 34 | -0.4 | nt | 7 | -14
Cn1c(=O)oc2cc(S(=O)(=O)N3CCc4ccccc4C3)ccc21 | 1 | 1 | nt | -1 | nt | nt | -7 | -1.0 | nt | nt | nt
Cc1ccc(COC(=O)c2nn(C)c(=O)c3ccccc23)cc1 | -26 | 1.3 | -6 | -8 | -4 | 1577 | -9 | -0.2 | -0.61 | 0 | 1
COc1cc(C)c(S(=O)(=O)N2CCCC2)cc1C(C)C | 2 | 1 | 2 | 5 | 6 | 1565 | 7 | 0.6 | -1.2 | 1 | 8
Cc1ccccc1NC(=O)NCCCN1CCN(c2ccccc2)CC1 | -20 | 1.2 | -3 | nt | -6 | 1451 | -3 | 0.0 | 0.1 | 4 | 3
O=C(c1cn(-c2ccccc2)nc1-c1cccs1)N1CCN(c2ccc(F)cc2)CC1 | -6 | 1.1 | 12 | nt | 12 | 2165* | 32 | 2.1 | nt | -2 | 3
COc1ccc(C2c3c(ncn(Cc4ccco4)c3=N)Oc3ccc4ccccc4c32)cc1 (stereo not drawn) | 5 | 1 | 0 | 1 | 8 | 1526 | 99* | 0.0 | nt | 9 | 2
Cc1ccc2c(c1)[C@@H]1CN(C)CC[C@@H]1N2S(=O)(=O)c1ccc([N+](=O)[O-])cc1 | 2 | 1 | 7 | nt | -1 | 1631 | 32 | 0.4 | nt | -9 | 2
CCOc1cc(C(N)=O)cc(OCC)c1OCC | 9 | 0.9 | 8 | -5 | 1 | 1411 | -3 | 2.9 | nt | -1 | -4
CCOC(=O)C1CCN(CC(O)COc2ccc(C(C)(C)CC)cc2)CC1 (stereo not drawn) | -5 | 1 | 3 | nt | -8 | 1402 | 97* | -2.3 | nt | -25 | 0
O=C(/C=C/c1ccccc1)NC(NC(=S)Nc1ccc(C(=O)O)cc1)C(Cl)(Cl)Cl (stereo not drawn) | 1 | 1 | 7 | 0 | -8 | 1470 | 0 | 0.5 | nt | -5 | 1
O=C(COc1ccc(Cl)cc1Cl)NN=C1CCCCC1 | -6 | 1.1 | -2 | -3 | -3 | 1461 | -9 | 0.5 | 0.25 | 5 | 0

Arranged by formula weight (ascending): three of the compounds above
SMILES | bIAP inh | bIAP activator | PPARg SRC-3 ag | S1P3 antag | PPARg SRC-1 ag | TR-FRET SRC-2 ct | Lmaj promast | DTT redox prof | ROMK primary | TLR4-MyD88 BLA | PPARg SRC-2 ag
O=C(COc1ccc(Cl)cc1Cl)NN=C1CCCCC1 | -6 | 1.1 | -2 | -3 | -3 | 1461 | -9 | 0.5 | 0.25 | 5 | 0
COc1cc(/C=C(\C#N)C(=O)Nc2cccnc2)ccc1OC(C)C | 5 | 0.9 | 0 | -10 | 5 | 1425 | -5 | 0.2 | nt | -10 | 4
Cn1cc(CN2CCN(c3ncccn3)CC2)c(-c2cccc(Cl)c2)n1 | 2 | 1 | 4 | -21 | 4 | 1580 | 14 | -1.6 | 0.37 | -2 | 6

Screens as filed in PubChem BioAssay.
